Source: PubChem BioAssay (several laboratories)
Yfh1-off respiration = enhancers of respiration in Yfh1-depleted yeast, dose response, Friedreich's ataxia, plus single-dose screen (AID 1465) | S. cerevisiae Yfh1-off respiration, WST-1 reduction, 72 h; higher fold induction means a stronger effect | fold induction at 50 µM; hits with a dose series show EC50 in µM | actives 0.074% (n = 220,000);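 active means fold induction of absorbance versus untreated yeast above a set limit, then at least 30% activation at any dose in follow-up; inconclusive means repeats straddling the limit, or above it without dose testing; inactive means fold induction below the set limit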;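 further: activators that raise dye reduction in frataxin-depleted yeast; strong numbers were not always called active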
TNAP activators = human TNAP enzyme activators, primary screen, biochemical, luminescent, no phosphate acceptor, uHTS (AID 1001); purified TNAP, luminescent activation assay, no phosphate acceptor; higher activation fold means a stronger effect; activation fold at 20 µM, or EC50 in µM where a hit was titrated; actives 0.03% (n = 200,000); in the data active means activation fold from about 3, or a potency from the dose series; inactive means the rest, 99 in 100 with activation fold below about 1.6; further: many of its hits are not listed in these tables
PMI inhibitors = inhibitors of human PMI, primary screen, biochemical, fluorescence intensity, coupled assay (AID 1209) | inhibition, % at 20 µM; hits with a dose series show IC50 in µM | actives 0.42% (n = 190,000) | purified PMI enzyme, coupled fluorescence intensity; higher % means a stronger effect;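 further: plate controls were DMSO vehicle for no effect and wells lacking substrate for full effect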
P. falciparum M17LAP = P. falciparum M17LAP inhibitors, primary screen, biochemical, fluorogenic H-Leu-NHMec substrate, 1536-well (AID 1619); recombinant M17LAP, H-Leu-NHMec fluorogenic kinetic assay; higher % means a stronger effect; inhibition, % at 30 µM, or IC50 in µM where a hit was titrated; actives 0.38% (n = 220,000);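 active means compound inhibiting the enzyme by more than half at any dose during confirmatory dose-response retesting; inconclusive means strong single-dose inhibitors picked by rank but not retested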;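 further: plate controls were full reaction with DMSO carrier for no effect and no enzyme background for full effect; strong numbers were not always called active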
LYP inhibition = inhibitors of LYP phosphatase, biochemical, fluorescence intensity, uHTS (AID 1779). recombinant LYP phosphatase, fluorescence intensity; higher % means a stronger effect. one-dose inhibition, % at 11.5 µM; IC50 in µM for titrated hits. actives 0.054% (n = 290,000);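 further: plate controls were vehicle with enzyme for no effect and no enzyme for full effect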
M1AAP inhibition = malaria alanyl aminopeptidase activity blockers – biochemical, fluorogenic H-Leu-NHMec substrate, 1536-well (AID 1445); actives 0.42% (n = 220,000); recombinant M1AAP, H-Leu-NHMec fluorogenic kinetic assay; higher % means a stronger effect; one-dose inhibition, % at 30 µM; IC50 in µM for titrated hits;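 active means primary inhibition above the hit cutoff, then over 50% inhibition at one or more dose response concentrations, cut at about 23% in these data, passing the limit was not always enough; inconclusive means conflicting primary data, or primary hits not chosen for dose response; inactive means low primary inhibition, or under 50% at every dose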;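 further: plate controls were DMSO full reaction for no effect and no enzyme background for full effect; strong numbers were not always called active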
PMI inhibition = human PMI inhibitors, high substrate, primary screen, biochemical, fluorescence intensity, high mannose 6-phosphate (AID 1220) | recombinant PMI enzyme, coupled fluorescence intensity; higher % means a stronger effect | inhibition, % at 20 µM, or IC50 in µM where a hit was titrated | actives 0.66% (n = 190,000)
XIAP antagonists = small molecules displacing peptide from XIAP – biochemical, IAP family, fluorescence polarization (AID 1018) | XIAP BIR domain, fluorescence polarization peptide displacement; higher % means a stronger effect | one-dose displacement, % at 20 µM; IC50 in µM for titrated hits | actives 0.007% (n = 200,000); in the data active means displacement above about 50%; further: a part of the inactive calls stands beside numbers as strong as those of hits
WT yeast gro inh = growth inhibition of WT yeast, mitochondrial fusion screen | mitochondrial fusion phenotypic screen, WT strain | actives 2.1% (n = 190,000) | inhibition, % at 10 µM; in the data active means inhibition above about 58%; tested in S. cerevisiae
WT yeast gro inh mutant strain = also measured in WT yeast gro inh; calls as there; inhibition, %; mitochondrial fusion phenotypic screen, mutant strain inhibition
Active calls of the source: *; i = inactive; ? = inconclusive; nt = not tested or not shown. Unless noted, no stated cut-off is given here; in the data, active means inhibition above about 50%; inactive means the rest.

SMILES	P. falciparum M17LAP	LYP inhibition	XIAP antagonists	TNAP activators	PMI inhibitors	PMI inhibition	WT yeast gro inh	M1AAP inhibition	Yfh1-off respiration	WT yeast gro inh mutant strain
CCCCc1nnc(NC(=O)CSc2nc(O)c(-c3ccccc3)c(=O)[nH]2)s1	39%	-4%	-6.6%	1	3%	-10%	-5	3%	i	-7
CC(NC(=O)c1ccc(Br)s1)c1ccncc1 (stereo not given)	-2%	-1%	0.4%	1	5%	12%	10	1%	i	15
CCN(Cc1cc2ccccc2[nH]c1=O)C(=O)c1cccnc1	6%	-4%	-5.7%	1.1	3%	3%	5	-3%	i	14
COc1cc(OC)cc(C(=O)Nn2c(C)nc3ccccc3c2=O)c1	-3%	-7%	2.5%	1.1	-3%	3%	-7	1%	nt	-6
CSC1=NCCN1C(=O)COc1ccc2ccccc2c1	-2%	-7%	-4.1%	1.1	2%	9%	5	3%	i	0
CC1(C)C2CCC1(C)C(OC(=O)CC(=O)O)C2 (stereo not given)	2%	0%	-7.4%	1	16%	18%	64*	2%	i	-12*
Cc1nc(NC(=O)c2ccccc2)sc1-c1csc(N)n1	2%	-9%	-2.8%	1.1	7%	22%	-2	14%	i	3
COc1ccc(C(=O)c2c(C)oc3ccc(O)c(CN4CCOCC4)c23)cc1	8%	-4%	-5.3%	1.2	-4%	-12%	-15	1%	i	-4
CCCn1c(=O)[nH]c(=O)c2c1nc(-c1cccs1)n2CCOC	-8%	-12%	-6.1%	1.1	-4%	0%	-7	11%	i	14
COc1cccc(NC(=O)CNS(=O)(=O)c2ccc(Cl)cc2)c1	9%	1%	-2.8%	1	-7%	0%	4	10%	i	-11
Cc1cc(C(=O)NC2CCCc3ccccc32)no1 (stereo not given)	12%	-5%	-3.6%	1.1	2%	-4%	7	2%	i	6
C/C(=N\NC(=O)c1ccccn1)c1ccc(C(=O)O)s1	42%	-5%	-9.0%	1.1	17%	9%	1	7%	i	15

Brought forward from above: 2 entries; new compounds follow.
SMILES	P. falciparum M17LAP	LYP inhibition	XIAP antagonists	TNAP activators	PMI inhibitors	PMI inhibition	WT yeast gro inh	M1AAP inhibition	Yfh1-off respiration	WT yeast gro inh mutant strain
Cc1cc(C(=O)NC2CCCc3ccccc32)no1 (stereo not given)	12%	-5%	-3.6%	1.1	2%	-4%	7	2%	i	6
C/C(=N\NC(=O)c1ccccn1)c1ccc(C(=O)O)s1	42%	-5%	-9.0%	1.1	17%	9%	1	7%	i	15
Cc1cccc(C)c1OCC(O)CN1CCC(CN2C(=O)c3cccc4cccc(c34)C2=O)CC1 (stereo not given)	6%	-3%	-12%	1	4%	-1%	42	0%	i	37
CCc1nnc(NC(=O)CSc2nnc(-c3ccco3)o2)s1	5%	-2%	-5.4%	1.1	-3%	4%	-1	0%	i	12
O=C(c1cccnc1)N1CCN(C(=O)c2cccs2)CC1	-5%	-3%	-8.8%	1.1	12%	7%	8	9%	i	-6
O=C(Nc1cnccn1)C1c2ccccc2Oc2ccccc21	-3%	-8%	-4.0%	1.1	9%	8%	-11	1%	i	-26
CCn1nnnc1SCC(=O)c1cc(OC)ccc1OC	8%	-3%	-3.1%	1.1	-3%	15%	-11	10%	i	6
CCOc1ccc(N2CC(C(=O)Nc3ccc(S(=O)(=O)N4CCOCC4)cc3)CC2=O)cc1 (stereo not given)	-3%	-6%	-2.1%	1.1	-20%	-1%	-10	-1%	i	-7
Cc1nc2sc(C(c3ccc(Br)cc3)N3CC(C)OC(C)C3)c(O)n2n1 (stereo not given)	4%	-4%	-5.8%	1.1	-2%	2%	-6	5%	i	-2
O=C(COC(=O)C1CCN(S(=O)(=O)c2ccc3c(c2)OCCO3)CC1)Nc1ccc(C(F)(F)F)cc1	-7%	2%	-6.1%	1.6	0%	-4%	9	1%	i	-5
CN(CCNC(=O)C1CCN(S(=O)(=O)c2cnc[nH]2)CC1)Cc1ccccc1	-6%	4%	-4.0%	1	7%	-7%	4	-1%	i	11
CCc1ccccc1NC(=O)COc1ccc2oc(-c3ccc(OC)cc3)cc(=O)c2c1	-9%	-6%	-9.0%	1.1	-7%	-10%	1	4%	i	9
CC1(C)CC(=O)C=C(Nc2ccccc2F)C1	5%	-5%	-10%	1	12%	11%	9	9%	i	5
O=C(CSc1ncn(-c2ccccc2)n1)Nc1nc2c(s1)CCCC2	5%	1%	1.3%	1	28%	21%	24	5%	i	23
COc1ccccc1CC(=O)NCC1CCCO1 (stereo not given)	-2%	1%	-6.0%	1.1	3%	-4%	2	-2%	i	4
COC(=O)CSc1nc(N)nc(C)c1Br	12%	-6%	-2.4%	1	-8%	-2%	0	6%	i	0
Cc1cc(C)nc(N/N=C/C(Cl)=C/c2ccccc2)n1	16%	-3%	-0.4%	1.1	0%	2%	27	4%	i	14
CCN1C(=O)C(O)(CC(=O)/C=C/C=C/c2ccccc2)c2ccccc21 (stereo not given)	20%	0%	0.7%	1.1	6%	5%	3	10%	nt	-4
CC(C)(C)OC(=O)N1CCCC(C(=O)CC#N)C1 (stereo not given)	11%	-3%	0.9%	1.1	2%	2%	8	3%	i	5
COc1ccc(NC(=O)Cc2ccccc2F)cn1	3%	-6%	-5.3%	1.2	-2%	11%	7	0%	i	5
CCCCC(=O)Nc1cc(NC(=O)CCCC)cc(C(=O)O)c1	3%	-11%	-3.9%	1	6%	7%	1	1%	i	5
Cc1sc2nc(CC(=O)NN)[nH]c(=O)c2c1C	10%	0%	nt	nt	nt	nt	nt	18%	i	nt
CC(C)(C)NC(=O)C(=O)NNC(=O)c1ccccc1Br	22%	-10%	-6.8%	0.8	-1%	-2%	-5	3%	i	-1
CC1=NNC(=O)C1CCC(=O)N/N=C/c1ccc(Cl)cc1Cl (stereo not given)	11%	-3%	nt	nt	nt	nt	nt	5%	i	nt
O=C(O)/C=C/C(=O)NCCC(c1ccccc1)c1ccccc1	-6%	-2%	nt	nt	nt	nt	nt	-12%	i	nt
CCOc1cc(/C=C2/SC(=S)NC2=O)ccc1OC(=O)c1ccco1	1%	1%	-3.3%	1	20%	2%	79*	17%	i	35*
COc1ccc(N2CCN(C(CNC(=O)C(=O)NCCC3=CCCCC3)c3ccco3)CC2)cc1 (stereo not given)	3%	9%	-22%	1.1	10%	2%	18	3%	i	10
O=c1cc(-c2ccc(O)cc2)oc2c(O)c(O)c(O)c(O)c12	26%	-4%	nt	nt	nt	nt	nt	11%	?	nt
CC(C)(C)NC(=O)CN(C(=O)Cn1nnc(-c2ccc(Cl)cc2)n1)C1CCN(Cc2ccccc2)CC1	-4%	-2%	-11%	1	15%	6%	18	11%	nt	-10
CCCCN(C(=S)Nc1cccc(SC)c1)C1CCN(C(C)=O)CC1	-6%	-4%	-4.0%	1.1	10%	9%	-3	1%	i	11
Cc1ccc(S(=O)(=O)CC(c2ccccc2)N2CCCCC2)cc1 (stereo not given)	1%	-2%	-7.8%	1.2	-8%	1%	1	4%	i	0
COc1ccc(S(=O)(=O)c2ccc(O)cc2)cc1	6%	-5%	-21%	1	10%	9%	-35	12%	i	-26
COc1ccc(CNC(=O)COC(=O)/C=C/c2ccco2)cc1	1%	4%	-4.6%	1	-9%	-5%	-32	3%	i	-11
CCOc1ccc(/C=N/NC(=O)C(C)N(c2ccc(OC)cc2)S(C)(=O)=O)cc1 (stereo not given)	3%	1%	-22%	1	11%	9%	4	4%	i	20
Cc1ccc(S(=O)(=O)NCC(=O)OCC(=O)NC(=O)NC2CCCC2)cc1	-2%	-6%	-6.2%	0.9	0%	4%	3	5%	i	9
O=C(Nc1ccc2c(c1)OCO2)c1ccc(NC2CC2)c([N+](=O)[O-])c1	7%	-12%	-2.9%	1	9%	12%	13	4%	i	2
Cc1cc(C)cc(-n2c(O)c(C=NC3CCS(=O)(=O)C3)c3ccccc3c2=O)c1 (stereo not given)	-9%	-3%	-9.0%	0.9	14%	14%	7	5%	i	-5
CCCC1CCC(c2nc(-c3cccnc3)no2)CC1 (stereo not given)	10%	-7%	-13%	1	4%	-2%	31	6%	i	43
CCOC(=O)c1cncc(O)c1	13%	-4%	nt	nt	nt	nt	nt	8%	i	nt
NS(=O)(=O)c1ccc(NC(=S)NC2CC2)cc1	3%	-9%	-1.9%	1.1	-4%	-9%	-9	1%	i	5
COCC(=O)Nc1ccc([N+](=O)[O-])cc1OC	20%	3%	-20%	1.1	-11%	-9%	9	2%	i	18
C/C(=N\N=C(N)N)c1cc(Cl)ccc1Cl	2%	-7%	-0.9%	1.2	2%	-2%	-4	4%	i	2
Cn1c(NC(=O)c2cc(Br)ccc2Cl)cc(=O)n(C)c1=O	16%	-8%	-5.1%	1.1	2%	-7%	13	2%	i	4
O=C(NCc1ccncc1)C(=O)Nc1ccc2c(c1)OCO2	-1%	-2%	3.8%	1.1	1%	-2%	1	-1%	i	3
Cc1ccc(NC(=O)Cc2ncon2)cc1Cl	3%	-4%	nt	nt	nt	nt	nt	2%	i	nt
Cc1sc2ncnc(Sc3nnnn3-c3ccc(Cl)cc3)c2c1C	8%	-5%	-6.3%	1	-1%	-7%	-2	5%	?	6
COCCCNC(=O)CN(c1cc(Cl)ccc1OC)S(=O)(=O)c1ccc(C)c([N+](=O)[O-])c1	1%	-2%	-2.7%	1	0%	1%	-4	2%	i	-6
COc1ccc(-c2nn(CCC(=O)O)cc2/C=N/NC(N)=S)cc1	19%	1%	nt	nt	nt	nt	nt	8%	i	nt
CC(=O)n1nc(-c2ccco2)nc1SCc1ccccc1	29%	-1%	-1.0%	1	0%	-7%	20	11%	i	7
COc1cc(CCC(=O)OCC(=O)Nc2cccc(S(N)(=O)=O)c2)cc(OC)c1OC	4%	-8%	-3.6%	1	-1%	-2%	-22	9%	i	-2
CCOc1cc(/C=N\Nc2ncc(F)c(N3CCOCC3)n2)ccc1Oc1nc(Cl)ncc1F	7%	-1%	nt	nt	nt	nt	nt	9%	i	nt
CN(C)c1ccc(/C=[N+](\[O-])C2N(c3ccccc3)C(=S)SC2(C)C)cc1 (stereo not given)	7%	-3%	-5.1%	0.9	-3%	-2%	-4	5%	i	-5
CSc1nc(C)c2c(n1)N(c1ccc(C(F)(F)F)cc1)CC2	-11%	-8%	-3.7%	1.1	-7%	-11%	13	-3%	i	-9
CS(=O)(=O)Nc1ccc(C(=O)Nc2ccc3c(c2)OCO3)cc1	-5%	0%	-3.7%	1.2	2%	9%	8	3%	i	-22
CNC(=O)COC(=O)c1cc(-c2ccccc2)nn1-c1ccccc1	11%	-2%	1.2%	1.2	-10%	-6%	5	2%	i	-7
COc1ccc(/C=N/NC(=O)c2ccc(N(C)S(=O)(=O)c3ccccc3)cc2)cc1OC	-4%	4%	-6.1%	1	12%	7%	0	5%	i	6
